# H9c2 TAG inh: inhibitors of triacylglycerol accumulation, primary screen, cell-based, uHTS, fluorescence, H9c2 | H9c2 cells, Nile Red lipid (TAG) fluorescence; cells loaded with 200 µM oleic acid | inhibition, % at 12.5 µM | actives 0.66% (n = 230,000);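 active = pattern-corrected inhibition of lipid staining of at least 50% with the nuclear-stain viability signal not falling by more than 50%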;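 note: 0% = DMSO wells and 100% = triacsin C control wells; some results filed as inactive read as strong as hits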
# H9c2 TAG inh DAPI viability: recorded beside H9c2 TAG inh, whose call it bears; DAPI nuclei signal change (viability), lower = more cytotoxic, %;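 whole-well DAPI fluorescence read on a plate reader as a viability signal; minus 50 percent equals half of cells still viable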
# An asterisk follows results filed as active; & = joins results of further samples. An excerpt; the hit share may differ from the screen's.
Compound	H9c2 TAG inh	H9c2 TAG inh DAPI viability
O=C(N/N=C/c1ccc(F)cc1)c1cc(-c2ccc3c(c2)OCO3)n[nH]1	2	0
COc1cccc(-n2c(=O)c3c(C)c(C(=O)N(C)C)sc3n(CC(=O)NCC3CCCO3)c2=O)c1 (configuration not stated)	-5	7
O=C(CN(Cc1ccccc1)S(=O)(=O)c1ccc(F)cc1)NCCC1=CCCCC1	6	-9
CN(Cc1ccccc1)C(=O)COc1cc(=O)n(C)c2ccccc12	-4	-7
C/C(=N/NC(=O)CNC(=O)Cc1ccccc1)c1ccc(Cl)cc1	3	-7
COc1c(C)cc(S(=O)(=O)NCCN2CCOCC2)c(C)c1C	-8	2
CN(C1CCS(=O)(=O)C1)S(=O)(=O)c1ccccc1 (configuration not stated)	-9	-1
Nc1ccccc1S(=O)(=O)C(F)F	2	-1
COc1ccc(C(=O)Nc2ccc3c(c2)OCO3)cc1S(=O)(=O)N1CCOCC1	2	-8
COc1cc(C=CC(=O)N2CCN(CC(=O)N3CCCC3)CC2)cc(OC)c1OC	-5	0
CCC1(CC)Nc2ccccc2C(=O)N1c1ccc(OC)cc1	-4	11
CCOc1ncnc2c1sc1nc3c(cc12)COC(C)(C)C3	0	1
Cc1ccc2nc(SCC(=O)NCc3ccc(F)cc3)nc(=O)n2c1	8	0
CCOC(=O)n1c(=O)[nH]c2ccc(Br)cc21	-10	0
Oc1ccc(C[C@@H]2CNCCN2CCCCC2CCCCC2)cc1	15	0
CCN(C(=O)COC(=O)/C=C/c1cccc(Cl)c1)c1c(N)n(Cc2ccccc2)c(=O)[nH]c1=O	0	-8
COc1ccccc1-c1noc(CCC(=O)Nc2cc(C(F)(F)F)ccc2Cl)n1	28	12
COc1ccc(C(=O)NCCSCc2ccccc2)cc1OC	-13	-10
CCCc1ccc(OCc2ccc(C(=O)N/N=C/c3cccnc3)o2)cc1	1	-4
CC1Oc2ccccc2OC1C(=O)Nc1ccccn1 (configuration not stated)	-25	1
O=C(Cc1cccc2ccccc12)NCC1CCCO1 (configuration not stated)	23	-3
O=C(NC1CCCCC1)C1CCN(S(=O)(=O)c2cccs2)CC1	13	2
CCOC(=O)Cc1nn[nH]n1	4	-2
COc1ccc(Br)cc1[C@H]1[C@H]2C=CC[C@@H](C)[C@@H]2C(=O)N1Cc1ccccc1	-31	-9

# Profiles, looked up by structure. Order of screens: H9c2 TAG inh	H9c2 TAG inh DAPI viability
# CCCc1ccc(OCc2ccc(C(=O)N/N=C/c3cccnc3)o2)cc1 is listed with 1	-4
# CC1Oc2ccccc2OC1C(=O)Nc1ccccn1 (configuration not stated) is listed with -25	1

# (more compounds)
Compound	H9c2 TAG inh	H9c2 TAG inh DAPI viability
CCOC(=O)c1c(NC(=S)N2CCOCC2)sc(C)c1C	5	-6
COc1ccc(CCn2c(C)nc3c(c(=O)c4ccccc4n3C)c2=O)cc1	11	-1
CCc1cc(=O)oc2cc(OS(C)(=O)=O)ccc12	-27	-10
CCOC(=O)c1ccc(-n2c(C)nc3ccc(Br)cc3c2=O)cc1	16	-9
Cc1c(C(=O)Nc2ccccn2)oc2c(Cl)cccc12	1	10
CN(Cc1c(F)cccc1Cl)c1nnnn1-c1ccccc1	32	-22
CCCS(=O)(=O)c1nc(S(=O)(=O)c2ccc(C)cc2)c(NCc2ccccn2)s1	-14	-4
Cc1[nH]nc(SCC(=O)N2CCCCCC2)c1[N+](=O)[O-]	17	-2
CN(CC(=O)Nc1cccc(F)c1)C(=O)CCSc1ccc(F)cc1	-12	-3
O=C(O)C(O)c1ccccc1 (configuration not stated)	-8&9	5&-3
COc1cc(/C=C2\C(=O)NN(c3ccccc3)C2=O)cc([N+](=O)[O-])c1O	1	3
Cc1nn(-c2cc(Cl)ccc2Cl)c(C)c1C(=O)O	2	-7
COc1ccccc1/C=C/C=N/n1c(-c2ccc(F)cc2)n[nH]c1=S	1	7
CCN(CC(=O)NC(=O)NCc1ccccc1)Cc1nc2ccccc2c(=O)[nH]1	10	4
Cc1ccc(-n2cc(CN3CCN(Cc4nccn4C)CC3)c(-c3cccc(C)c3)n2)cc1	0	29
Cc1cccc(C(C)C)c1NC(=O)COC(=O)CNS(=O)(=O)c1ccccc1	15	-6
CCn1c(SCC(=O)NC(C)C)nnc1-c1cccs1	12	-11
COc1ccc(C[C@H](N)C(=O)N[C@H]2[C@@H](O)[C@H](n3cnc4c(N(C)C)ncnc43)O[C@@H]2CO)cc1	117	-78
CCN1CCN(C(=O)C(C)Sc2nc3nc(C)cc(C)n3n2)CC1 (configuration not stated)	-12	15
Cc1ccc(S(=O)(=O)N(C)C)cc1NC(=O)c1cc(C(C)(C)C)nn1Cc1ccccc1	44	-10
COc1ccc(C(C)=O)cc1CSc1nnnn1-c1ccc(O)cc1	0	-8
Cc1nc2ncnn2c(C)c1CCC(=O)NCc1ccc2c(c1)OCO2	17	-16
N#Cc1c(C#N)c(-c2ccccc2)n(-c2ccc(C(=O)O)cc2)c1N	-6	19
CCC(C)C(CO)NCCCn1cnc2c(OC)ncnc21 (configuration not stated)	-1	0
COc1ccc2[nH]cc(C=O)c2c1	-3	10
O=C(NC(c1ccccc1)c1ccc2ccccc2n1)C1CCN(CCOc2ccc(Cl)cc2Cl)CC1 (configuration not stated)	-11	29
Cc1ccc(S(=O)(=O)/C(C#N)=C/c2c(N3CCOCC3)nc3c(C)cccn3c2=O)cc1	8	3
Cc1ccc(OCCC(=O)Nc2ccccc2C(=O)N2CCCCC2)cc1	5	5
Cc1noc(C)c1C(=O)Nc1ccc(S(=O)(=O)N2CCC(C)CC2)cc1	-3	1
COC(=O)c1c(NC(=O)c2ccc(C)o2)sc2c1CCCCC2	1	8
O=C(NCc1ccccc1)c1ccc(CNc2c(N3CCCC3)c(=O)c2=O)cc1	7	-5
CC1CCN(c2ccc(C=O)o2)CC1	-6	-5
COc1ccc(C2NCCc3c2[nH]c2ccccc32)cc1CN1CCc2cc(OC)c(OC)cc2C1C (configuration not stated)	37	10
COc1ccccc1Nc1nc(NCCCN(C)C)nc(N)c1[N+](=O)[O-]	12	-1
CCOC(=O)Cc1csc(SCC(=O)Nc2oc(C)c3c(C)n[nH]c(=O)c23)n1	21	47
O=S(=O)(c1ccc(-c2ccccn2)s1)N1CCC2(CC1)OCCO2	-17	12
COc1cc(CC(=O)N2CCC(n3nccc3NC(=O)C3CC3)CC2)cc(OC)c1OC	-2	2
Cc1ccc(S(=O)(=O)N2[C@@H](c3ccc(Cl)cc3)C(C(=O)O)=C[C@H]2CC2CCCC2)cc1	1	-3
COCCNC(=O)c1cc2cc(Br)cc(Br)c2oc1=O	11	0
O=C1CC(c2ccccc2)CC(=O)C1CS(=O)(=O)c1ccccc1 (configuration not stated)	3	-2
COc1ccc(Nc2ncnc3nc[nH]c23)cc1OC	11	-11
COc1ccc(NC(=O)c2cc(-c3ccc(C)o3)nc3ccccc23)cc1OC	-11	-1
Cc1cc(NC(=O)CSc2nnc(-c3ccncc3)n2C)n(-c2ccccc2)n1	-1	6
COc1ccccc1/C(C)=N/Oc1cc(N)cc([N+](=O)[O-])c1	9	-4
O=C(Cc1csc(N2CCOCC2)n1)N/N=C/c1ccc(Cl)cc1Cl	20	-7
CCc1ccccc1NC(=S)N1CCNC(=O)C1CC(=O)OC (configuration not stated)	5	11
CC(=O)N1CCc2cc(NC(=O)C3(C)CCN3Cc3ccccc3Cl)ccc21 (configuration not stated)	-2	3
CC1=C(C(=O)N(C)C)CC(CC(=O)NC2CCCC2)C(=O)N1CCCN1CCCC1=O (configuration not stated)	-14	-8
N#Cc1c(NC(=O)c2ccc(-c3ccccc3[N+](=O)[O-])o2)sc2c1CCCC2	-51	-5
CCc1ccc(OCC(=O)NNC(=O)CSc2nnc(-c3ccc(C)cc3)n2C)cc1	0	1
O=C(COc1ccccc1F)Nc1c2c(nn1-c1ccccc1)CS(=O)(=O)C2	3	4
Cc1cc(NC(=O)CCC(=O)N(CC(=O)NC2CCCC2)Cc2ccc(F)cc2)no1	-4	7
CC(NC(=O)COC(=O)C1CCN(c2ccc(C(F)(F)F)cn2)CC1)c1ccc(F)cc1 (configuration not stated)	-4	-2
CN1CCN(CCNC(=O)c2cn(Cc3ccccc3F)nn2)CC1	3	-4
COc1cccc(C(=O)Nc2cc(C(=O)NCc3ccc(C)cc3)ccc2N2CCC3(CC2)CC(c2cccc(Br)c2)=NO3)c1	11	-10
C=CCn1c(-c2ccccc2)nc2nc3ccccc3nc21	-11	21
COc1ccc(NC(=O)c2ccc(COc3ccccc3OC)o2)cc1OC	21	-4
Cc1nc([N+](=O)[O-])c(NCCO)n1Cc1ccccc1	12	-9
CC(=O)Nc1c(NCC(C)C)c2ccccc2oc1=O	7	-17
COc1cc(NC(=S)N2CCCC(C)C2)c(OC)cc1Cl (configuration not stated)	-2	4

# (further entries)
Compound	H9c2 TAG inh	H9c2 TAG inh DAPI viability
CC(=O)NS(=O)(=O)c1ccc(NS(=O)(=O)c2ccccc2[N+](=O)[O-])cc1	-7	9
Cc1c(CN(C)C)c2c(n1Cc1ccccc1)C(=O)c1ccc(Br)cc1-2	-86	-10
COC(=O)c1cc(COC(=O)c2cccnc2SC)oc1C	-13	2
O=C(CNC(=O)c1ccc(Cl)cc1)NC1CCCCC1	5	-4
COc1ccc(NS(=O)(=O)c2cc(NC(=O)C3CCCO3)ccc2N2CCCC2)cc1 (configuration not stated)	-13	10
Cc1cccnc1Nc1nc(-c2ccccn2)cs1	102	-56
CCN(CC)CCCN=C1N[C@@H](c2ccccc2)C(C(=O)OC)=C(C)N1CC	-6	1
CCN1CCN(C(=O)CN2C(=O)c3ccccc3S2(=O)=O)CC1	-4	3
COc1ccnc(Oc2ccc(F)cc2)c1C(=O)N/C=N/OCc1ccccc1	7	-10
CSc1cccc(N2CC(C(=O)N(Cc3nnc(-c4ccccc4Cl)o3)C3CC3)CC2=O)c1 (configuration not stated)	8	-3
Cc1ccc(S(=O)(=O)NC(CC(C)C)C(=O)Nc2nccs2)cc1 (configuration not stated)	-1	7
COc1ccc(N(CC(=O)NCc2ccco2)S(C)(=O)=O)c(OC)c1	5	-4

# Brought forward from above: 4 entries; new compounds follow.
Compound	H9c2 TAG inh	H9c2 TAG inh DAPI viability
COc1ccnc(Oc2ccc(F)cc2)c1C(=O)N/C=N/OCc1ccccc1	7	-10
CSc1cccc(N2CC(C(=O)N(Cc3nnc(-c4ccccc4Cl)o3)C3CC3)CC2=O)c1 (configuration not stated)	8	-3
Cc1ccc(S(=O)(=O)NC(CC(C)C)C(=O)Nc2nccs2)cc1 (configuration not stated)	-1	7
COc1ccc(N(CC(=O)NCc2ccco2)S(C)(=O)=O)c(OC)c1	5	-4
O=C(CNC(=O)c1ccc(F)cc1)NCc1ccccn1	24	-11
COC(=O)CSc1ccc2nnc(-c3ccc(OC)c(OC)c3)n2n1	-7	3
COc1ccc(N(CC(=O)NCc2cccs2)S(=O)(=O)c2ccc(C(C)=O)cc2)cc1	-9	3
COC(C[C@@H](O)[C@H](C)[C@@H](O)COCc1ccccc1)OC	-23	-1
COc1cccc(Nc2nc(C(N)Cc3ccc(C(F)(F)F)cc3)cs2)n1 (configuration not stated)	72*	-43*
COC(=O)Cc1cc(=O)n2[nH]c(C)cc2n1	8	2
CCOC(=O)c1nnn(-c2nc(OC)nc(N3CCCC3)n2)c1-c1ccccc1	6	-1
CC(=O)Nc1ccc(C(=O)N(C)C(C(=O)Nc2ccccc2)c2ccccn2)cc1 (configuration not stated)	-3	-1
O=C(COc1ccc(Cl)cc1Cl)c1ccc[nH]1	-4	-2
O=c1nc2ccccc2c2n1CC(CN1CCN(C(c3ccccc3)c3ccccc3)CC1)N2 (configuration not stated)	19	15
Cc1ccc(C(=O)NCC2CCCN2S(=O)(=O)c2ccc(C)cc2)cc1 (configuration not stated)	-18	9
COc1ccc(NC(=O)C[C@H]2C(=O)N(C3CCCCC3)C[C@@H]2c2ccccc2)cc1	-3	3
CCN(C(=O)CSc1cc(C)c2ccc(OC)cc2n1)C1CCS(=O)(=O)C1 (configuration not stated)	-2	4
CCN(CC)S(=O)(=O)c1ccc(N2CCCCC2)c(NC(=O)C2CCN(C(=O)c3ccc(F)cc3)CC2)c1	-16	-5
Cc1nnc(NC(=O)c2cc(S(=O)(=O)N(C)C)ccc2N2CCCC2)s1	1	5
Cc1ccc(S(=O)(=O)CCC(=O)OCC(=O)N2c3ccccc3NC(=O)C2(C)C)cc1	8	0
CCN(CC)c1c(-c2ccccc2)c2cc(C)ccc2[nH]c1=O	-21	0
CCOc1ccc(NC(=O)CC2SC(N)=NC2=O)c([N+](=O)[O-])c1 (configuration not stated)	-2	1
CC(NS(=O)(=O)c1ccc2[nH]c(=O)c(=O)[nH]c2c1)C(=O)O (configuration not stated)	6	3
O=C(CSc1nnc(SCc2ccc(F)cc2)s1)Nc1ccc(C(=O)O)cc1	5	-2
COc1cc2[nH]c(=O)n(CCC(=O)N3CCN(Cc4ccc5c(c4)OCO5)CC3)c(=O)c2cc1OC	-4	4
Cc1ccc(C(=O)CCC(=O)OC(C)C(=O)NC2CCCCC2C)cc1 (configuration not stated)	0	5
C[C@@H]1O[C@@H]1P(=O)(O)O	-6	-1
CCCCCCSc1cc(-c2nc3ccc(C)cn3c2NCc2ccccc2)ccc1OC	36	94
CCOC(=O)C1CCCN(C(=S)Nc2cc(C)cc(C)c2)C1 (configuration not stated)	-6	-8
COc1ccc(CNS(=O)(=O)c2cc3c(cc2Cl)NC(=O)CO3)cc1	4	1
CCOC(=O)CNC(=O)Cc1ccc(Cl)cc1	-2	-2
Cc1cc(C)n(-c2nc(NCCCO)c3c4c(sc3n2)CCCC4)n1	7	11

# Compound activity as filed in PubChem BioAssay.
